# human PMI inhibitors: human PMI inhibitors, high substrate, primary screen, biochemical, fluorescence intensity, high mannose 6-phosphate (AID 1220) | 190,000 compounds, 0.66% hits | recombinant PMI enzyme, coupled fluorescence intensity; higher % means a stronger effect | one-dose inhibition, % at 20 µM; IC50 in µM for titrated hits
# WT yeast gro inh: growth inhibition of WT yeast, mitochondrial fusion screen | mitochondrial fusion phenotypic screen, WT strain | inhibition, % at 10 µM | 190,000 compounds, 2.1% hits; in the data active means inhibition above about 58%; tested in S. cerevisiae
# M1AAP inhibition: malaria alanyl aminopeptidase activity blockers – biochemical, fluorogenic H-Leu-NHMec substrate, 1536-well (AID 1445); inhibition, % at 30 µM; hits with a dose series show IC50 in µM; recombinant M1AAP, H-Leu-NHMec fluorogenic kinetic assay; higher % means a stronger effect; 220,000 compounds, 0.42% hits;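 active means primary inhibition above the hit cutoff, then over 50% inhibition at one or more dose response concentrations, cut at about 23% in these data, passing the limit was not always enough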;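 further: plate controls were DMSO full reaction for no effect and no enzyme background for full effect; strong numbers were not always called active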
# P. falciparum M17LAP: P. falciparum M17LAP inhibitors, primary screen, biochemical, fluorogenic H-Leu-NHMec substrate, 1536-well (AID 1619); recombinant M17LAP, H-Leu-NHMec fluorogenic kinetic assay; higher % means a stronger effect; inhibition, % at 30 µM, or IC50 in µM where a hit was titrated; 220,000 compounds, 0.38% hits;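 active means compound inhibiting the enzyme by more than half at any dose during confirmatory dose-response retesting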;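 further: plate controls were full reaction with DMSO carrier for no effect and no enzyme background for full effect; strong numbers were not always called active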
# human PMI inhibition: inhibitors of human PMI, primary screen, biochemical, fluorescence intensity, coupled assay (AID 1209) | 190,000 compounds, 0.42% hits | purified PMI enzyme, coupled fluorescence intensity; higher % means a stronger effect | one-dose inhibition, % at 20 µM; IC50 in µM for titrated hits;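 further: plate controls were DMSO vehicle for no effect and wells lacking substrate for full effect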
# LYP phosphatase: inhibitors of LYP phosphatase, biochemical, fluorescence intensity, uHTS (AID 1779) | recombinant LYP phosphatase, fluorescence intensity; higher % means a stronger effect | one-dose inhibition, % at 11.5 µM; IC50 in µM for titrated hits | 290,000 compounds, 0.054% hits;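 further: plate controls were vehicle with enzyme for no effect and no enzyme for full effect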
# TNAP activation fold: human TNAP enzyme activators, primary screen, biochemical, luminescent, no phosphate acceptor, uHTS (AID 1001); purified TNAP, luminescent activation assay, no phosphate acceptor; higher activation fold means a stronger effect; activation fold at 20 µM; hits with a dose series show EC50 in µM; 200,000 compounds, 0.03% hits; in the data active means activation fold from about 3, or a potency from the dose series; inactive means the rest, 99 in 100 with activation fold below about 1.6; further: many of its hits are not listed in these tables
# Yfh1-off respiration: mitochondrial function rescue without frataxin homolog – Friedreich's ataxia, plus single-dose screen, dose response (AID 1465). S. cerevisiae Yfh1-off respiration, WST-1 reduction, 72 h; higher fold induction means a stronger effect. fold induction at 50 µM; hits with a dose series show EC50 in µM. 220,000 compounds, 0.074% hits;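 active means fold induction of absorbance versus untreated yeast above a set limit, then at least 30% activation at any dose in follow-up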;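 further: activators that raise dye reduction in frataxin-depleted yeast; strong numbers were not always called active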
# XIAP displacement: small molecules displacing peptide from XIAP – biochemical, IAP family, fluorescence polarization (AID 1018); XIAP BIR domain, fluorescence polarization peptide displacement; higher % means a stronger effect; one-dose displacement, % at 20 µM; IC50 in µM for titrated hits; 200,000 compounds, 0.007% hits; in the data active means displacement above about 50%; further: a part of the inactive calls stands beside numbers as strong as those of hits
# WT yeast gro inh mutant strain: also measured in WT yeast gro inh; calls as there; inhibition, %; mitochondrial fusion phenotypic screen, mutant strain inhibition
# * marks the source's active call; other numbers are inactive results; i = inactive; nt = not tested or not shown. Unless noted, no stated cut-off is given here; in the data, active means inhibition above about 50%; inactive means the rest.
SMILES,human PMI inhibitors,WT yeast gro inh,WT yeast gro inh mutant strain,M1AAP inhibition,P. falciparum M17LAP,human PMI inhibition,LYP phosphatase,TNAP activation fold,Yfh1-off respiration,XIAP displacement
O=C(O)CC(C(=O)OCCOc1ccccc1)N1CCOCC1 (stereo not given),-8%,-11,-5,1%,-9%,-5%,-15%,1.1,nt,-5.2%
O=C(CCNS(=O)(=O)c1cccs1)NCc1ccccc1,-11%,2,12,1%,-5%,-5%,-10%,1.1,i,1.4%
Cc1cccc(/C=c2\s/c(=C\C(=O)C(C)(C)C)[nH]c2=O)c1,-2%,55,20,11%,5%,2%,-1%,0.8,i,-4.9%
CSc1cccc(NC(=O)CSc2ccc(Cl)cc2)c1,0%,40,29,2%,3%,8%,0%,1.3,i,-0.9%
O=C(N/N=C1\CC2CC=CC12)c1ccc(COc2ccccc2)cc1 (stereo not given),0%,-2,-17,11%,1%,2%,-5%,1.1,i,-6.3%
O=C(COC(=O)Cc1ccccc1[N+](=O)[O-])NC1CCCC1,55%*,-10,-4,1%,-3%,14%,-6%,1.2,i,-4.4%
N#Cc1ccc(CSc2nnc(NC(=O)c3ccc4ncsc4c3)s2)cc1,-11%,7,2,9%,2%,2%,-4%,1,i,-25%
COc1ccc(-c2ccc(=O)n(CC(=O)NCc3ccco3)n2)cc1,-9%,9,19,-2%,12%,-10%,-5%,1,i,-5.9%
COc1ccc(NC(=S)N2CCN(C(=O)c3ccccc3)CC2)cc1,2%,11,-3,-4%,-18%,3%,6%,1.1,i,-3.5%
CC(=O)c1cc2c(cc1NS(=O)(=O)c1ccc(C)cc1)OCCO2,7%,6,-8,8%,-4%,12%,-6%,1.1,i,-0.7%
O=c1onc(-c2cccnc2)n1-c1ccccc1F,nt,nt,nt,3%,-1%,nt,-9%,nt,i,nt
O=C(CCCn1cnc([N+](=O)[O-])n1)Nc1cccc(Cl)c1Cl,8%,2,-4,6%,-5%,7%,-10%,1.2,i,-10%
Cn1c(=O)c2c(ncn2CCCNC2=CC(C)(C)CC(=O)C2)n(C)c1=O,-15%,-13,2,-4%,-4%,-7%,-10%,1,i,-4.3%
NC(=O)CC(NC(=O)Cc1ccc(Br)cc1)c1ccc(NCC2CC2)c([N+](=O)[O-])c1 (stereo not given),nt,nt,nt,4%,0%,nt,-7%,nt,i,nt
COC(=O)c1ccc(CSc2nnc(CNC(=O)c3cccs3)o2)o1,8%,-2,-5,7%,-3%,10%,-5%,1.1,i,-2.1%
Cc1nn(CC(=O)NCCc2ccc(Cl)cc2)c(C)c1[N+](=O)[O-],10%,-7,11,2%,1%,9%,-8%,1,i,-4.2%
CCOC(=O)CSc1ncc(OC)c(Sc2ccc(OC)cc2)n1,14%,20,28,0%,8%,13%,-1%,1.1,i,-6.4%
CCOC(=O)N1CCC(c2cc(=O)n(-c3ccccc3)[nH]2)CC1,50%,-5,-2,2%,0%,10%,-1%,1.1,i,-7.6%
COc1cccc([C@@H]2Oc3ccc(OC)cc3C(=O)[C@H]2OC(=O)NCc2ccc3c(c2)OCO3)c1,-6%,14,-18,11%,15%,-2%,0%,1,nt,-3.7%
O=C(NCCc1ccccc1)c1ccc(-c2ccccc2Cl)o1,14%,39,-4,-5%,-7%,10%,0%,1.1,i,-7.0%
COc1ccc(CCNC(=O)c2nnn(CC(=O)Nc3cccc(F)c3)c2N)cc1OC,0%,10,-13,1%,7%,0%,0%,1.1,i,-2.9%
O=S(=O)(NCCOCC(F)(F)C(F)F)c1ccc2oc3ccccc3c2c1,12%,20,15,5%,-2%,16%,-4%,1.1,i,-2.2%
Cc1nc(NCCNC(=O)c2ccco2)c2c(C)c(C)sc2n1,19%,-8,-28,2%,3%,11%,1%,1.1,i,-7.3%
O=c1oc2cc(OCc3ccc(F)cc3F)ccc2cc1-c1ccc2ccccc2n1,4%,1,0,11%,-5%,-4%,-6%,1.1,i,-14%
O=C(Nc1nc(-c2cccs2)c(C(=O)C(F)(F)F)s1)c1ccco1,-1%,-20,6,6%,8%,4%,1%,1.1,i,-1.0%

# Laid out differently: two of the compounds above
molecule	human PMI inhibitors	WT yeast gro inh	WT yeast gro inh mutant strain	M1AAP inhibition	P. falciparum M17LAP	human PMI inhibition	LYP phosphatase	TNAP activation fold	Yfh1-off respiration	XIAP displacement
O=C(O)CC(C(=O)OCCOc1ccccc1)N1CCOCC1 (stereo not given)	-8%	-11	-5	1%	-9%	-5%	-15%	1.1	nt	-5.2%
O=C(CCNS(=O)(=O)c1cccs1)NCc1ccccc1	-11%	2	12	1%	-5%	-5%	-10%	1.1	i	1.4%

# Next results.
SMILES,human PMI inhibitors,WT yeast gro inh,WT yeast gro inh mutant strain,M1AAP inhibition,P. falciparum M17LAP,human PMI inhibition,LYP phosphatase,TNAP activation fold,Yfh1-off respiration,XIAP displacement
Cc1ccc2sc(-c3ccc(NC(=O)/C=C\C(=O)O)cc3)nc2c1,-12%,7,3,17%,21%,-32%,-5%,0.9,i,-7.4%
CC(C)c1ccc(/C=N/NC(=O)c2ccccc2Cl)cc1,-5%,-4,-4,8%,-4%,-1%,0%,1.1,i,3.0%
CC(=O)N=Cc1c(C)c(C#N)c(=O)n(C)c1O,53%*,7,3,12%,8%,-2%,-2%,1,i,-4.2%
COC(=O)C1=C(C)N(CC2CCCO2)C(=O)/C1=C\c1ccc(O)cc1 (stereo not given),2%,-11,28,9%,30%,5%,-7%,0.8,i,-3.2%
O=C(c1ccco1)N1CCN(CC(=O)N(C2CCCCC2)C2CCS(=O)(=O)C2)CC1 (stereo not given),2%,-1,8,-6%,-5%,9%,0%,1.2,i,-1.9%
O=C(CSc1nnc(NC(=O)c2ccccc2Cl)s1)Nc1ccc2c(c1)oc1ccccc12,-26%,4,5,6%,-10%,-35%,-3%,1.1,i,-1.1%
CC(C)(CNC(=O)C1CCCC1)CNC(=O)C1CCCC1,1%,-2,-5,-3%,-4%,4%,-6%,1.2,i,-3.3%
O=C1N(Cc2cccnc2)C[C@@H]2C[C@@H](c3cccc(OCc4ccccc4)c3)N3CCC[C@@]123,12%,10,6,-4%,3%,9%,-2%,1.1,i,1.2%
Cc1cc(C(=O)N/N=C/c2ccc(-c3ccc(C)c(Cl)c3)o2)n[nH]1,nt,nt,nt,10%,3%,nt,-5%,nt,i,nt
CCCC(C)c1nnc(NC(=O)C2CCCO2)s1 (stereo not given),8%,-2,2,4%,10%,9%,-3%,1.1,i,-8.4%
COc1cccc(-c2cc(C(=O)Nc3cccc(O)c3)no2)c1,6%,13,-7,-4%,5%,7%,2%,1.1,i,-22%
CCOC(=O)c1c(C)[nH]c(C(=O)COC(=O)CCC2CCCC2)c1C,10%,2,-1,-2%,-8%,10%,-6%,1.1,i,-2.1%
CCOC(=O)CCNCc1ccc(OC)c(OC)c1,nt,nt,nt,0%,-3%,nt,-7%,nt,i,nt
NS(=O)(=O)c1cccc(NC(=O)CCSc2ccccc2Cl)c1,10%,-7,-6,7%,6%,11%,2%,1,i,-4.3%
O=C(c1ccc2c(c1)OCO2)N1CCCC(c2ccccc2)C1 (stereo not given),2%,-11,1,9%,2%,-4%,-8%,1,i,-3.7%
S=c1[nH]nc(-c2cc(-c3ccsc3)n[nH]2)n1-c1ccccc1,nt,nt,nt,8%,2%,nt,0%,nt,i,nt
O=C(CCCOc1ccccc1)Nc1nnc(C2CCCO2)s1 (stereo not given),4%,7,-2,1%,-4%,-8%,0%,1.1,i,6.0%
CCC(=O)N1c2ccc(C)cc2C2=NNC(=S)NC21O (stereo not given),-13%,12,-1,-2%,17%,-7%,-4%,1.1,i,-5.6%
COc1ccc(N2CCN(c3nc4c(c(=O)n(C)c(=O)n4C)n3CCCc3ccccc3)CC2)cc1,8%,nt,nt,nt,nt,12%,-5%,1.1,i,-3.3%
CCN(CC)S(=O)(=O)c1cccc(-c2nc3n(n2)Cc2ccccc2-3)c1,-1%,12,19,4%,-3%,-3%,-7%,1.1,i,-18%
CC(C)(C)c1ccc(COC(=O)CNC(=O)CNC(=O)Cc2ccccc2)cc1,1%,-1,2,3%,-3%,-7%,-8%,1,i,-4.1%
COC(=O)c1ccc(C(=O)OC)c(NC(=S)N2CCC(C)CC2)c1,0%,6,4,8%,-75%,3%,-6%,1.1,i,2.6%
CC(=O)Nc1ccc(S(=O)(=O)NCC2CCC(C(=O)NCc3ccccc3)CC2)cc1 (stereo not given),-3%,4,-3,-4%,19%,-7%,-5%,1.2,i,1.6%
O=c1[nH]c(N2CCOCC2)nc2c1CCCC2,10%,-21,-10,16%,-9%,10%,-10%,1.1,i,-0.8%
Cc1cccc(C)c1Nc1nnc(SCC(=O)c2ccc(Br)s2)s1,-2%,54,16,9%,11%,17%,-1%,1.8,i,0.2%
# New compounds follow:
SMILES,human PMI inhibitors,WT yeast gro inh,WT yeast gro inh mutant strain,M1AAP inhibition,P. falciparum M17LAP,human PMI inhibition,LYP phosphatase,TNAP activation fold,Yfh1-off respiration,XIAP displacement
Cc1ccc(-c2cc(C(=O)NCCCN3CCOCC3)no2)cc1,6%,-5,-3,-2%,-5%,8%,-8%,1.1,i,-5.2%
CC(=O)Nc1cccc(C(=O)/C=C/c2ccc(C)cc2)c1,6%,43,19,1%,-1%,13%,-2%,1,i,0.8%
O=C(Cn1cnc([N+](=O)[O-])c1)Nc1cc(Oc2ccc(Cl)cc2Cl)cc([N+](=O)[O-])c1,11%,-12,-7,5%,-2%,14%,0%,1,i,-1.0%
Cc1ccc(C(=O)Nc2ccccc2C(=O)NCc2ccccc2)cc1,14%,49,36,1%,7%,23%,0%,1.1,i,-3.9%
Cc1[nH]nc2ncc(C(=O)c3cc(Cl)cc(Cl)c3O)cc12,-6%,28,20,4%,-391%,0%,-1%,0.9,i,-8.2%
COc1ccc(NC(=O)N(C2CCCCC2)C2CCN(C(C)C)CC2)c(OC)c1,12%,nt,nt,-3%,-5%,18%,0%,1,i,-3.4%
O=C(CSc1nnnn1-c1ccccc1)CSc1nnnn1-c1ccccc1,14%,8,-2,11%,8%,14%,5%,1,i,-5.9%
COCc1cc(CN2CCN(C)CC2)c(O)c2ncccc12,38%,4,12,-11%,-2%,37%,-8%,1,i,0.7%
O=C(CSc1nnc(-c2ccncc2)n1CC1CCCO1)Nc1ccccc1Cl (stereo not given),6%,-17,-8,0%,-12%,6%,-10%,1.1,i,-2.8%
O=C(CCSc1ccccc1)N1CCN(c2ccccc2)CC1,-1%,-23,12,3%,0%,-5%,-5%,1.1,i,-5.3%
O=C(c1cccc(F)c1)N1CCN(S(=O)(=O)c2ccccc2)CC1,-5%,7,6,-6%,1%,-9%,0%,1.1,i,-3.7%
O=C(CSc1nccc(=O)[nH]1)N1c2ccccc2CCc2ccccc21,4%,3,4,2%,17%,2%,-6%,1.2,i,-2.6%

# Single records, from the list above. Screens in order: human PMI inhibitors	WT yeast gro inh	WT yeast gro inh mutant strain	M1AAP inhibition	P. falciparum M17LAP	human PMI inhibition	LYP phosphatase	TNAP activation fold	Yfh1-off respiration	XIAP displacement
# Cc1nc(NCCNC(=O)c2ccco2)c2c(C)c(C)sc2n1 is listed as 19%	-8	-28	2%	3%	11%	1%	1.1	i	-7.3%
# Cc1cc(C(=O)N/N=C/c2ccc(-c3ccc(C)c(Cl)c3)o2)n[nH]1 is listed as nt	nt	nt	10%	3%	nt	-5%	nt	i	nt

# Source: PubChem
